# Assay outcomes as filed in PubChem.
# TRb SRC2 PPI = qHTS for Inhibitors of the Interaction of Thyroid Hormone Receptor and Steroid Receptor Coregulator 2; Thyroid hormone receptor beta (Homo sapiens), P10828; Potency, µM (highest dose often 106 µM), for the others: at the highest dose activity change, negative = inhibition, actives largely listed as inhibitors; hit rate 0.065% among 280,000; TRbeta-SRC2 peptide binding, fluorescence polarization; receptor liganded with 1 µM T3;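 further: plate controls were bound peptide for no effect and peptide without receptor for full effect; nearly all actives have a fitted effect of over 50% in size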
# Target sequence (P10828 whole entry, looked up): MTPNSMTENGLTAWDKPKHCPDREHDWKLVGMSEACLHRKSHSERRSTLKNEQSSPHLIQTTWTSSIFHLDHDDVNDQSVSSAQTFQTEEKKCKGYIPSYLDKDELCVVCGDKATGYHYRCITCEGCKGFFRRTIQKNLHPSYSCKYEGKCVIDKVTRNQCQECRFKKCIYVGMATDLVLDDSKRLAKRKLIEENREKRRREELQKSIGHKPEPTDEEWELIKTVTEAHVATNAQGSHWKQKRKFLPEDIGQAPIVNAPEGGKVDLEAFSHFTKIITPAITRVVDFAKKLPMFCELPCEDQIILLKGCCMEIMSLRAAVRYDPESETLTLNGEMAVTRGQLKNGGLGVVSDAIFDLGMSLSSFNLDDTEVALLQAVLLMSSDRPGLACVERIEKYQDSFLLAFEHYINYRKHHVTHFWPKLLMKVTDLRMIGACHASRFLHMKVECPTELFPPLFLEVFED
#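 TRb LBD 0.6 uM + Texas Red SRC2 peptide 20 nM, 1 uM T3, Tris buffer w/ 5% DMSO; compound pinned, 5 h RT; FP read ex 555/em 632; normalized to unbound and bound controls.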
# LMNA splice mod = qHTS Assay for Modulators of Lamin A Splicing; HeLa LMNA splicing GFP/RFP minigene ratio, 48 h; Potency, µM (highest dose often 46.1 µM), for inactives: top-dose ratio change, negative = inhibition, usual class: inhibitors; hit rate 0.01% among 200,000; active means well fitted inhibition curve with a large enough effect in the signal ratio, with a control signal flat, not every such curve was filed as active; inconclusive means small, poorly fitted or top-dose-only effect, or effect the other way, or a change in a side signal; the % refers to the signal ratio; further: on the % scale 0 is the no-effect control and ±100 the full control effect
#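 S3 HeLa cells stably expressing lamin A-EGFP splicing minigene plus DsRed2, 600 cells/well, 48 h compound exposure at 37C. Laser-scanning cytometry; analysed as GFP (500-530 nm)/RFP (575-640 nm) total intensity ratio; 0.5% DMSO vehicle.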
# RECQ1 inh = qHTS Assay for Inhibitors of RecQ-Like Dna Helicase 1 (RECQ1). ATP-dependent DNA helicase Q1 (Homo sapiens), P46063. RECQ1 DNA unwinding, red fluorescence kinetic read. Potency, µM (highest dose often 57.3 µM), for inactives: at the highest dose activity, negative = inhibition, usual class: inhibitors. hit rate 0.54% among 240,000. AID 2549, 2010;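 further: plate controls were vehicle for no effect and no enzyme for full effect; nearly all actives have a fitted effect of over 30% in size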
#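 RECQ1T1 50 nM; forked duplex (20 bp + 30-nt ss tails) 200 nM, ATP 2 mM final; pH 8.0, 2 mM MgCl2, 2.5 ug/ml poly(dI-dC); 15 min compound preincubation; discontinuous kinetic read over 2 h at RT.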
# ALDH1A1 inh = qHTS Assay for Inhibitors of Aldehyde Dehydrogenase 1 (ALDH1A1); Aldehyde dehydrogenase 1A1 (Homo sapiens), P00352; Potency, µM (doses to about 75.3 µM), without a hit: at the highest dose activity, negative = inhibition, hits mostly inhibitors; AID 1030, 2008; hit rate 7.3% among 220,000; Purified ALDH1A1, NADH fluorescence, propionaldehyde substrate; active means well fitted inhibition curve with a large enough effect, not every such curve was filed as active; inconclusive means small, poorly fitted or top-dose-only effect, or another doubt; inactive means no such curve, though single readings can be large or run the other way;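 further: plate controls were no enzyme wells and a reference inhibitor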
# GoLoco inh red = qHTS Assay for Inhibitors of RGS12 GoLoco Motif Activity (Red Fluorophore). Guanine nucleotide-binding protein G(i) subunit alpha-1 (Homo sapiens), P63096. Gai1:RGS12 GoLoco peptide FP, rhodamine, 10 min. Potency, µM (doses to about 61.6 µM), without a hit: at the highest dose activity, negative = inhibition, actives largely listed as inhibitors. hit rate 0.44% among 230,000. AID 880, 2007; active means well fitted inhibition curve with a large enough effect, not every such curve was filed as active; inactive means no such curve, though single readings can be large or run the other way; further: on the % scale 0 is the no-effect control and ±100 the full control effect; nearly all actives have a fitted effect of over 30% in size; many of its hits are not listed in these tables
# Target sequence (P63096 whole entry, looked up): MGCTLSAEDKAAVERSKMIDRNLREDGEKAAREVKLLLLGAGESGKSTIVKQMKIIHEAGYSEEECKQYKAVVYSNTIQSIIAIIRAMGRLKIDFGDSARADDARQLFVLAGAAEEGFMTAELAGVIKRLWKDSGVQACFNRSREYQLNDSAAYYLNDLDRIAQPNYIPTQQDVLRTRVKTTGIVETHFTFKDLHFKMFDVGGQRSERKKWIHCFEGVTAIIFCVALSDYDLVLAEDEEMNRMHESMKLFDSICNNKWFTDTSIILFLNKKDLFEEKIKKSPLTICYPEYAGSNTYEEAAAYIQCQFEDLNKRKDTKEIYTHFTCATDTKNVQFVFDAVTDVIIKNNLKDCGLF
# JMJD2E inh = qHTS Assay for Inhibitors of Human Jumonji Domain Containing 2E (JMJD2E); JMJD2E catalytic domain, FDH-coupled NADH fluorescence (FDH is formaldehyde dehydrogenase); Potency, µM (series often up to 57.1 µM), for the others: top-dose activity change, negative = inhibition, hits mostly inhibitors; hit rate 1.6% among 230,000; AID 2147, 2009; active means well fitted inhibition curve with a large enough effect, not every such curve was filed as active; inconclusive means small, poorly fitted or top-dose-only effect, or another doubt; inactive means no such curve, though single readings can be large or run the other way;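 further: 0% = wells with enzyme and -100% = buffer wells without enzyme; nearly all actives have a fitted effect of over 50% in size; many of its hits are not listed in these tables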
# SMN2 splice up = qHTS Assay for Enhancers of SMN2 Splice Variant Expression; HEK293 SMN2-luciferase splicing reporter, luminescence, 30-36 h; Potency, µM (doses to about 46.1 µM), for the others: top-dose activity change, positive = activation, actives largely listed as activators; hit rate 2.8% among 210,000; AID 1458, 2008; further: % of control where 0% means no effect; nearly all actives have a fitted effect of over 55% in size
#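 qHTS luciferase splicing reporter: luminescence rises when SMN2 exon 7 is included in transfected HEK293 cells. Compound exposure lasted 30-36 h at 37C, with 4.5 mM final sodium butyrate as control, followed by a ONE-Glo read.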
# TexasRed fluor = Total Fluorescence Counterscreen for Inhibitors of the Interaction of Thyroid Hormone Receptor and Steroid Receptor Coregulator 2; Potency, µM (titrated, usually from 106 µM), without a hit: top-dose fluorescence change, negative = quenching; hit rate 0.29% among 280,000; TRb/SRC2 Texas Red total fluorescence interference; AID 1479, 2009; active means well fitted curve in either direction with a large enough effect; inconclusive means small, poorly fitted or top-dose-only effect; further: on the % scale 0 is the no-effect control and ±100 the full control effect
#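 Human TRb ligand-binding domain at 0.6 uM with 20 nM Texas Red SRC2 peptide in Tris buffer containing 1 uM T3 and 5% DMSO, incubated with compound 5 h at ambient temperature. Total fluorescence (555/632 nm) calculated as parallel + 2 × perpendicular.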
# * hit, by the source's call; i = inactive; ? = inconclusive; · = no result given; [ ] = remark or other dose. Unless noted, the call rests on the fitted dose curve; in most records, active means well fitted curve in the direction sought with a large enough effect; inconclusive means small, poorly fitted or top-dose-only effect, or another doubt; inactive means no such curve, though single readings can be large; an effect the other way counts as inactive or inconclusive. Potency means the concentration at half of the fitted maximal effect. Some of the compounds tested; rates above refer to the full screens.
SMILES,TRb SRC2 PPI,LMNA splice mod,RECQ1 inh,ALDH1A1 inh,GoLoco inh red,JMJD2E inh,SMN2 splice up,TexasRed fluor
C/C(=N\NC(=O)c1ccccn1)C12CC3CC(CC(C3)C1)C2,-2%,7%,-13%,0%,-1%,-5%,9%,-4%
Cc1ccccc1NC(=S)N(CCN1CCCCC1)Cc1ccco1,5%,7%[46 µM],i,0%,0%,3%,-6%,-3%
C=CCNC(=O)COC(=O)COc1ccc(Cl)cc1,6%,5%[46 µM],-7%,5%,4%,1%,6%,0%
COc1ccc(C(=O)NC(=S)Nc2cccc(Cl)c2N2CCOCC2)cc1[N+](=O)[O-],-1%,-3%,-7%,0.4µM*,9%,-4%,-2%,0%
O=S(=O)(c1cc(F)cc(F)c1)N1CCN(c2ncccn2)CC1,1%,1%,4%,11%,-4%,-4%,-1%,0%
CCOC(=O)N/N=C\c1ccc(OC(=O)c2ccc3c(c2)OCO3)cc1,7%,17%[9.22 µM],-6%,-9%,-1%,-15%,-4%,-1%
CCOC(=O)CNC(=O)Nc1cccc(Cl)c1C,7%,9%,-17%,8%,-1%,9%,14%,3%
CC(=O)c1cc2c(cc1NS(=O)(=O)c1ccc(C)cc1)OCO2,-3%,-7%,-3%,8%,-1%,1%,·,-3%
O=C(CN1C2CCC1CC(NC(=O)Nc1ccccc1)C2)NCc1ccco1 (stereo not drawn),2%,3%,-1%,-7%,-1%,1%,-5%,-3%
CCOC(=O)c1sc(N)c(C(=O)OCC)c1COC(=O)C1CC(=O)N(Cc2ccco2)C1 (stereo not drawn),-13%,-2%,-3%,20µM*,-7%,-6%,8%,-3%
c1ccc(CC2CCN(C(c3cccs3)c3nnnn3C3CCCC3)CC2)cc1 (stereo not drawn),2%,?,-11%,?,14%,-7%,-37%[inhibitor],-1%
CCCC1CCc2c(sc(N)c2C(N)=O)C1 (stereo not drawn),-2%,-7%,-4%,10µM*,7%,-14%,7%,1%
COc1ccc(C(=O)NC2CCSC2=O)cc1 (stereo not drawn),0%,-3%,-1%,-5%,-7%,3%,-9%,0%
CN1N=C(C(=O)N2CCc3c([nH]c4ccccc34)C2c2ccccc2Cl)CCC1=O (stereo not drawn),-2%,·,i,-7%,6%,3%,·,0%
CCCCCCN1C2=NCCN2c2ccccc21,2%,-16%,4%,11%,14%,-6%,6%,3%
Cc1n[nH]c(C)c1Cc1c(F)cccc1Cl,3%,·,5%,·,3%,3%,·,0%
Cc1cc(C)c2nc(N3CCCC(C(=O)NCCN4CCOCC4)C3)sc2c1 (stereo not drawn),-1%,5%,14%,-8%,-3%,3%,16µM*,-5%
CNC(=O)c1c(NC(NC(=O)c2ccco2)C(=O)c2ccc(Cl)cc2)sc2c1CCCC2 (stereo not drawn),-6%,7%,-6%,14µM*,14%,?,-26%,-2%
O=C(O)CSc1nc2ccccc2o1,0%,6%,-12%,3%,-4%,-6%,-6%,-3%
O=C(Cn1nnc(-c2ccccc2Cl)n1)NCc1ccc2c(c1)OCO2,7%,-2%,-6%,1%,1%,4%,-8%,-1%
Cc1cc(=O)n2nc(N3CCC(C(=O)N4CCN(C)CC4)CC3)sc2n1,5%,4%,-9%,1%,-3%,-3%,-6%,-3%
COc1ccc(N(CC(=O)NCc2ccccc2OC)S(=O)(=O)c2c(C)nn(C)c2C)cc1,-2%,7%,-12%,1%,7%,5%,-8%,-3%
Cc1ccc(C(=O)N2CCN(c3ccc([N+](=O)[O-])c(NCc4cccnc4)c3)CC2)cc1,7%,-8%,i,13µM*,0%,-5%,-11%,-3%
CCC(=O)Nc1ccc(-c2csc(C)n2)cc1,3%,3%,-4%,6%,-1%,-4%,?,-1%
Cc1cc(C)n(-c2nc3nonc3nc2-n2nc(C)cc2C)n1,-5%,6%,-9%,0%,-5%,-6%,11%,4%

# The closing three compounds of the part above lead into the next:
SMILES,TRb SRC2 PPI,LMNA splice mod,RECQ1 inh,ALDH1A1 inh,GoLoco inh red,JMJD2E inh,SMN2 splice up,TexasRed fluor
Cc1ccc(C(=O)N2CCN(c3ccc([N+](=O)[O-])c(NCc4cccnc4)c3)CC2)cc1,7%,-8%,i,13µM*,0%,-5%,-11%,-3%
CCC(=O)Nc1ccc(-c2csc(C)n2)cc1,3%,3%,-4%,6%,-1%,-4%,?,-1%
Cc1cc(C)n(-c2nc3nonc3nc2-n2nc(C)cc2C)n1,-5%,6%,-9%,0%,-5%,-6%,11%,4%
CONC(=O)C1CCN(C(=O)OCc2ccccc2)CC1,2%,-2%,24%,4%,8%,-9%,7.9µM*,-4%
Cn1c(C(=O)OC(C(=O)NC2CCCC2)c2cccnc2)cc2sccc21 (stereo not drawn),-5%,-3%,-6%,?,-6%,9%,0%,-3%
COCCNC(=O)CC(c1ccccc1)c1ccccc1,-3%,4%,-5%,8%,12%,-1%,-8%,-4%
O=C(Cn1cc[n+](Cc2ccccc2)c1)c1ccc([N+](=O)[O-])cc1,-2%,·,-13%,9%,9%,-3%,-27%,-1%
COc1ccc(N(C)S(=O)(=O)c2cccc(C(=O)NC3CCC(C)CC3)c2)cc1 (stereo not drawn),2%,?,-10%,?,14%,-1%,-15%,1%
Cc1cc(C)cc(NC(=O)CCCSc2nc3ccccc3[nH]2)c1,1%,?,i,-2%,3%,1%,-25%,0%
CCS(=O)(=O)N1CCCC(C(=O)NCCc2ccccc2)C1 (stereo not drawn),-2%,4%,-1%,-10%,-3%,-3%,0%,-3%
COc1ccc(S(=O)(=O)N2CCOC2CNC(=O)C(=O)NCCCn2ccnc2)cc1OC (stereo not drawn),0%,?,i,11%,6%,8%,-8%,0%
COc1ccc(S(=O)(=O)Nc2ccccc2C(=O)NC(C)C)cc1OC,-8%,-2%,i,-9%,4%,?,4%,-1%
COc1ccc(N2CCN(c3ccc(NC(=O)C4CCCCC4)cc3C#N)CC2)cc1,4%,2%,0%,?,-8%,?,21%,1%
Cc1sc(=NC(=O)c2ccco2)n(C)c1-c1ccc(F)cc1,-1%,-2%,i,?,6%,?,3.5µM*,-3%
N[C@@]1(C(=O)O)CN[C@H](C(=O)O)C1,8%,·,20%,1%,3%,-14%,·,-1%
CN1CCN(c2cc(-c3ccoc3)ncn2)CC1,·,5%,3%,?,-7%,·,·,·
CCN(C(=O)c1cc2cc(OC)ccc2oc1=O)c1ccccc1,6%,-15%,4%,-2%,3%,?,9%,-3%
COc1ccc(CCNC(=O)CSCc2c(F)cccc2Cl)cc1OC,2%,?,i,-6%,9%,-13%,-3%,-4%
CCOC(=O)C(C)Oc1cccc2c(=O)n(CC(=O)N3CCN(C(=O)OCC)CC3)ccc12 (stereo not drawn),-9%,5%,-3%,?,4%,?,7%,-3%
Cc1cc(NC(=O)CCC(=O)N(CC(=O)NC2CCCC2)Cc2cccs2)no1,-3%,13%[46 µM],-9%,-5%,15%,4%,·,0%
CCN(CC)CC#CCOC(c1ccccc1)c1ccccc1,12%,5%[46 µM],-7%,-4%,8%,4%,-31%[inhibitor],-1%
CCOC(=O)C1(CCCc2ccccc2)CCN(Cc2nccn2CC)CC1,-2%,·,-7%,-11%,6%,0%,·,3%
CCOc1ccccc1C(=O)NC1CC2CCCC(C1)N2Cc1ccccc1 (stereo not drawn),-9%,0%,0%,2%,1%,-2%,4%,0%
CN1C(C(=O)NCC2CC2)CC2Cn3c(nc4cc(Cl)c(Cl)cc43)C21 (stereo not drawn),0%,·,-13%,·,17%,9%,·,-1%
Cc1nc(NC(=S)NC(=O)c2ccccc2)sc1C,-5%,·,-8%,·,7%,2%,·,-1%
Cc1c(Nc2ccc3nonc3c2[N+](=O)[O-])c(=O)n(-c2ccccc2)n1C,2%,·,-2%,5%,255%[activator],-9%,-13%,-2%
CC(C(=O)NCCC1=CCCCC1)c1ccc([N+](=O)[O-])cc1 (stereo not drawn),3%,?,i,?,7%,-5%,-21%,-3%
O=C(N/C=C/c1ccco1)Nc1cccc(Cl)c1,1%,·,-9%,-6%,23%,-15%,·,-1%

# (continued)
SMILES,TRb SRC2 PPI,LMNA splice mod,RECQ1 inh,ALDH1A1 inh,GoLoco inh red,JMJD2E inh,SMN2 splice up,TexasRed fluor
Clc1ccc(N/N=C/c2cccnc2)cc1,-1%,?,-4%,25µM*,-3%,-19%,?,-2%
O=C(O)CCCCCNS(=O)(=O)/C=C/c1ccccc1,9%,5%[46 µM],i,2%,5%,6%,-6%,-2%
Cc1nc(-c2cccc(NC(=O)c3cc4cc(Br)ccc4oc3=O)c2)cs1,6%,3%,-5%,-14%,7%,12%,-2%,1%
CCC1(C)Cc2ccccc2-c2nc(NCCCO)[nH]c(=O)c21 (stereo not drawn),0%,·,-3%,·,0%,?,·,-3%
COC(=O)CC(c1ccc(F)cc1)n1c(C)ccc1C (stereo not drawn),5%,·,0%,?,7%,-20%,·,0%
CNC(=O)N(O)C1N(/N=C/c2cccs2)C(=S)SC1(C)C (stereo not drawn),-4%,·,-12%,4%,-1%,2%,·,-2%
CCOC(=O)c1c(NC(=O)CC2Nc3ccccc3NC2=O)sc(C)c1C (stereo not drawn),7%,-13%,-2%,9%,5%,-7%,19%,-2%
O=C(O)c1ccccc1CSC1=NCCS1,0%,2%[46 µM],-7%,20µM*,6%,-2%,5%,-1%
CCc1cc2ccccc2nc1Cl,-2%,12%[46 µM],6%,-3%,5%,-3%,5%,1%
CCC(C)[C@H](NC(=O)NCc1ccco1)C(=O)OC (stereo partly drawn),-5%,·,-6%,13µM*,4%,2%,·,1%
